# KCNQ1 inh = inhibitors of human KCNQ1 potassium channel. 310,000 tested, 1.3% active. AID 2642. CHO-K1 KCNQ1, FluxOR thallium flux fluorescence; active compounds read high. B-score at 10 µM. P51787;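 active = compounds whose thallium flux B-score, printed positive for inhibition, exceeds three library SD while starting fluorescence stays within three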;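 note: channel opened by potassium depolarization with thallium stimulus after 20 min compound exposure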
# PolyA inhibitor = yeast polyadenylation inhibition; S. cerevisiae SKY197-pL101 polyadenylation reporter, beta-gal luminescence; efflux-impaired pdr1/pdr3 knockout yeast; score 100 = 6 SD above DMSO; calls only at 12 µM; 300,000 tested, 0.02% active; AID 1875;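 active = lowest replicate activity score at least 50, where 100 means six control SD above control mean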;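 note: yeast exposed to compound for 9 h at 30 °C; higher score means more reporter readthrough which indicates perturbed polyadenylation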
# GSK3A inh = inhibitors of human GSK-3 alpha kinase. AID 2650. inhibition, % at 10 µM. ADP-Glo luminescence, 60 min. 320,000 tested, 0.1% active. P49840;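 in the data active = inhibition above about 50%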;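 note: GST-tagged GSK-3 alpha with peptide substrate and 25 µM ATP; 0% = DMSO neutral wells and 100% = GW8510 positive control wells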
# RGS4 act = potentiators or activators of RGS4; HEK293 M3R/inducible RGS4, carbachol calcium flux Fluo4; active compounds read low; B-score at 10 µM; 310,000 tested, 0.92% active;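 active = B-score of the integrated calcium signal more than 4 SD below the library mean, with starting fluorescence not abnormally high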;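 note: negative B-score means reduced calcium response which marks RGS4 activation or potentiation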
#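 Detection: kinetic calcium fluorescence imaging with Fluo4-AM dye, 2 µM / Material: HEK293 cells with stable M3R and inducible RGS4 / Schedule: recording 10 s baseline at 1 Hz, 100 s post-agonist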
# KCNK9 inh = inhibitors of human KCNK9 two-pore domain potassium channel. Q9NPC2. HEK293 KCNK9, FluxOR thallium flux fluorescence; active compounds read low. B-score at 10 µM. 310,000 tested, 1.2% active. AID 488922;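 active = ratio B-score over 3 SD below the library mean, with starting fluorescence within 5 SD of its mean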;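 note: negative B-score means less thallium flux so channel inhibition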
# Target sequence (Q9NPC2 whole entry, looked up, the tested form may be a part): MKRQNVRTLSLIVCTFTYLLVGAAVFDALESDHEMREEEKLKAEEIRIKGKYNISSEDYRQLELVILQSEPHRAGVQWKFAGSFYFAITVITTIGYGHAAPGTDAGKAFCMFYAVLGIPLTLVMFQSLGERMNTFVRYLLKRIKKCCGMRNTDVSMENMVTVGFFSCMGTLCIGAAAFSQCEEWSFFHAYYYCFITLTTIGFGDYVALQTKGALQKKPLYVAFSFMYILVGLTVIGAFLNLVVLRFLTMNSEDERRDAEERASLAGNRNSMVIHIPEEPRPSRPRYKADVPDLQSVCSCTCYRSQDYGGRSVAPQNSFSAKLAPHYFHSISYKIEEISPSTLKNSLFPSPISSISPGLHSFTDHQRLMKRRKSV
# hERG rescue = shields human hERG channel from block by proarrhythmic agents; AID 1511; activation (rescue from dofetilide block), less the hit threshold, % at 10 µM; 310,000 tested, 0.51% active; CHO-hERG, FluxOR thallium flux, dofetilide IC70 present;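 active = activation above the mean of controls blocked by dofetilide plus 5 SD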;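 note: thallium influx through hERG after potassium depolarization seen as dye fluorescence rise; in these data hits start at about 4.7%; inactives centre near -7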
# DYRK1A inh = blocks rat Dyrk1A kinase activity. inhibition, % at 12.5 µM. Q63470. ADP-Glo luminescence, NFATc1 peptide. 310,000 tested, 0.43% active; in the data active = inhibition above about 50%;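 note: plate controls were vehicle with enzyme for no effect and no enzyme for full effect; many of its hits are not listed in these tables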
# GSK3beta inhib = human GSK3beta kinase inhibition; AID 2097; activity score (negative = inhibition), % at 10 µM; GST-GSK3beta kinase, ADP-Glo luminescence, 60 min; active compounds read low; P49841; 300,000 tested, 0.038% active;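 active = more than half of replicate wells score below -50%, meaning over 50% inhibition versus plate controls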;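 note: 0% = median DMSO wells and -100% = median GW8510 positive control wells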
# Target sequence (P49841 whole entry, looked up): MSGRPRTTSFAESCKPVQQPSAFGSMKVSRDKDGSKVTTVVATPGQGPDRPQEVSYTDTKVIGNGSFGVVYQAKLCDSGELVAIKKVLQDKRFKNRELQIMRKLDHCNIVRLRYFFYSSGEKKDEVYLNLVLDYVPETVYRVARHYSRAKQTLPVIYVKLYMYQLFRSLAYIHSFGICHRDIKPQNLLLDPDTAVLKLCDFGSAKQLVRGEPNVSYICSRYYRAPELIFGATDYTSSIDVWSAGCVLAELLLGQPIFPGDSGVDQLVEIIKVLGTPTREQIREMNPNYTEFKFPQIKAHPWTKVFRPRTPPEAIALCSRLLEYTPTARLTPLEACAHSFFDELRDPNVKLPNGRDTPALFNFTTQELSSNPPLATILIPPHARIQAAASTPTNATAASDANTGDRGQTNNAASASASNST
#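 Assay system: GST-fused GSK3beta enzyme, cell-free / Medium: Tris pH 7.5 buffer with MgCl2, DTT, BSA, heparin / Also added: peptide substrate plus 25 µM ATP (final) / Compound: 10 µM single point / Timing: kinase reaction with compound 60 min at room temperature / Detection: ADP-Glo luminescence / Benchmarks: DMSO neutral wells and GW8510 at 20 µM as positive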
# KCNK3 block = human KCNK3 channel inhibition, primary screen; CHO-KCNK3 thallium flux, FluxOR fluorescence; active compounds read low; B-score at 10 µM; 340,000 tested, 0.84% active; AID 602410;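 active = B-score under library mean minus 4 SD, starting fluorescence ratio at most library mean plus 5 SD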;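 note: more negative B-score means stronger inhibition of thallium flux through KCNK3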
# HDAC3 inh = inhibitors of human histone deacetylase 3 | recombinant HDAC3, fluorogenic peptide/trypsin coupled, fluorescence | O15379 | inhibition, % at 8.3 µM | AID 2718 | 320,000 tested, 0.15% active; in the data active = inhibition above about 26%, passing the limit was not always enough
# KCNQ1 act = potentiators or activators of human KCNQ1 potassium channel; P51787; CHO-K1 KCNQ1, thallium flux FluxOR fluorescence; active compounds read high; B-score at 10 µM; 310,000 tested, 0.35% active; AID 2648;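 active = fluorescence ratio B-score, a plate-corrected score, at least three library SD, with initial intensity B-score within 5 SD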
#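 Test system: CHO-K1 cells stably expressing KCNQ1 / Medium: assay buffer / Also added: depolarizing K+/Tl+ stimulus, K2SO4 and Tl2SO4 each 12.5 mM in 5x stock / Incubation: 90 min dye loading and 20 min compound exposure, both at room temperature / Signal: thallium influx via FluxOR fluorescence, kinetic imaging / Evaluation: B score of baseline-normalized fluorescence ratio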
# The depositor's hits bear a star; i = inactive; nt = not tested or not shown. This is a subset; count on the stated rates, not on these rows.
SMILES,KCNQ1 inh,PolyA inhibitor,GSK3A inh,RGS4 act,KCNK9 inh,hERG rescue,DYRK1A inh,GSK3beta inhib,KCNK3 block,HDAC3 inh,KCNQ1 act
O=C(NCc1ccccn1)C1CC(c2ccccc2O)=NO1 (configuration not stated),i,i,0.2,i,i,-6.4,4.5,2.4,i,-3.5,i
CCOc1ccc(-c2c(=O)n(OCc3ccc([N+](=O)[O-])cc3)c3ccccc3[n+]2[O-])c(OCC)c1,i,i,0.5,i,i,-9.6,-0.3,-3.5,i,-0.4,i
Cc1oc(-c2ccccc2)nc1CC(=O)O,i,i,-4.9,i,i,-5.0,-2.1,2.0,i,-6.0,i
COc1ccc(/C=C2/SC(=S)N(CCC(=O)O)C2=O)cc1,i,i,-0.6,i,i,-14.5,5.9,3.4,i,5.2,i
O=C(Nc1nnc(S(=O)(=O)N2CCCCCC2)s1)c1ccc(Br)cc1,i,i,-2.1,i,i,-6.9,0.8,-1.0,i,5.7,i
Cc1ccc(N(CC(=O)NCc2ccco2)C(=O)CCC(=O)Nc2ccccn2)c(C)c1,i,i,0.5,i,i,-12.3,3.2,nt,i,2.0,i
CCOc1ccc(NC(=O)CCn2cccc2)cc1,i,i,0.1,i,i,-1.5,-8.1,3.5,i,-15.9,i
COc1ccc(C)c2sc(NC(=O)CCS(=O)(=O)c3ccccc3)nc12,i,i,0.3,i,i,-12.3,9.2,0.2,i,-7.4,i
COc1ccc(S(=O)(=O)N2CCN(C(=O)c3sccc3-c3ccccc3)CC2)cc1,i,i,-0.9,i,i,-6.4,0.0,1.6,i,3.4,i
CCOc1ncccc1C(=O)OCC(=O)N(CC)c1ccccc1,i,i,-1.2,i,i,-9.0,-4.1,-1.5,i,-4.3,i
CC(=O)CSc1nc2c(c(=O)[nH]c(=O)n2C)n1Cc1cccc(Br)c1,i,i,-0.7,i,i,-4.2,2.4,-2.3,i,0.2,i
O=C(O)c1ccc2c(c1)C(=O)/C(=C/c1ccccc1)C2=O,i,i,2.5,i,i,-15.8,6.8,5.0,i,-0.3,i
Cc1ccc(CC2CC(=O)N(c3ccc4c(c3)OCCO4)C2=O)cc1 (configuration not stated),i,i,-0.6,i,i,-6.9,0.1,0.5,i,-5.2,i
CC(CCc1ccco1)NC(=O)CCc1nnc2ccc(NCc3ccc(Cl)cc3)nn12 (configuration not stated),i,i,-1.8,i,i,-7.2,nt,1.9,i,-2.5,i
COC(=O)CSc1nc(C)cc(Oc2ccccc2)n1,i,i,1.9,i,i,-11.9,8.8,4.9,i,-1.2,i
CC(=O)c1ccc(NC(=S)Nc2cccc(Cl)c2C)cc1,i,i,-0.2,i,i,-21.1,-1.8,2.4,i,4.1,i
Cc1ccccc1C(=O)NC(=S)NCC(=O)c1ccccc1,i,i,3.6,i,i,-4.9,1.0,0.4,i,-0.5,i
Cc1ccc(C(=O)CNc2ccccc2C)cc1,i,i,-1.1,i,i,-3.6,-8.8,0.3,i,11.8,i
CC(=O)Nc1cccc(-c2nc3ccccc3o2)c1,i,i,-0.6,i,i,-9.2,-0.3,-3.1,i,-14.9,i
COc1ccc(-n2c(SCC(=O)Nc3cc(C)on3)nc3c(c2=O)SCC3)cc1,i,i,0.0,i,i,-11.2,-3.4,-1.2,i,2.5,i

# The last 2 compounds of the section above lead into the next:
SMILES,KCNQ1 inh,PolyA inhibitor,GSK3A inh,RGS4 act,KCNK9 inh,hERG rescue,DYRK1A inh,GSK3beta inhib,KCNK3 block,HDAC3 inh,KCNQ1 act
CC(=O)Nc1cccc(-c2nc3ccccc3o2)c1,i,i,-0.6,i,i,-9.2,-0.3,-3.1,i,-14.9,i
COc1ccc(-n2c(SCC(=O)Nc3cc(C)on3)nc3c(c2=O)SCC3)cc1,i,i,0.0,i,i,-11.2,-3.4,-1.2,i,2.5,i
COc1ccc(-c2ccnc3c(C(=O)O)cnn23)cc1,i,i,-2.0,i,i,-4.6,-3.3,1.7,i,14.1,i
O=C(CNCc1ccc(F)cc1)Nc1ccccc1[N+](=O)[O-],i,i,-1.6,i,i,-11.8,nt,0.5,i,-1.6,i
Cc1cccc(NC(=O)CSc2ncnc3sc(C)c(C)c23)n1,i,i,nt,i,i,-2.0,0.7,1.3,i,1.3,i
O=C(Nc1ccccc1C(=O)OCc1nnc(-c2ccccc2)o1)c1ccco1,i,i,-2.1,i,i,-9.8,-1.2,0.1,i,-4.3,i
CCc1nnc(NS(=O)(=O)c2ccc(N=Cc3c(C)[nH]n(-c4ccc(C)cc4)c3=O)cc2)s1,i,i,-6.8,i,i,-3.1,-1.4,7.7,i,8.1,i
CCOCCCNc1ccc(-c2ccccc2)nn1,i,i,1.9,i,i,-10.2,-2.6,-6.1,i,-3.0,i
COc1ccc2cc(C(=O)C3CCCN(C(=O)/C=C/c4ccccn4)C3)ccc2c1 (configuration not stated),i,i,-1.0,i,i,-4.9,-2.1,1.4,i,1.9,i
Cc1ccc(C)c(N2CCN(S(=O)(=O)c3ccc4c(c3)NC(=O)CO4)CC2)c1,i,i,nt,i,i,-6.8,5.2,1.1,i,nt,i
Cc1ccc(C)c(N2CCN(C(=O)CN3C(=S)NC(C)(C)CC3C)CC2)c1 (configuration not stated),i,i,nt,i,i,-6.8,nt,nt,i,-0.7,i
O=C(NC1C=CS(=O)(=O)C1)c1ccccc1 (configuration not stated),i,i,-2.0,i,i,-10.8,-2.8,-2.2,i,2.9,i
Cc1oc(-c2ccccc2Cl)nc1CN1CCCCC1c1cccnc1 (configuration not stated),i,i,-1.1,i,i,-25.0,nt,-0.8,i,5.7,i
CC(=O)Nc1nonc1NC(=O)CSC1=NCCS1,i,i,2.1,i,i,-6.1,0.2,0.8,i,6.6,i
CCOC(=O)c1ccc(-n2c(C)nc3c(cnn3-c3ccccc3Cl)c2=O)cc1,i,i,-0.6,i,i,-16.5,-3.8,0.2,i,0.6,i
Cc1ccccc1NC(=O)C1CCC(C)(C(=O)O)C1(C)C (configuration not stated),i,i,0.5,i,i,-5.8,0.4,2.3,i,-0.6,i
Cc1c(O)ccc2c(CC(=O)N[C@@H](Cc3c[nH]c4ccccc34)C(=O)O)cc(=O)oc12,i,i,10.7,i,i,0.3,13.6,-1.2,i,-9.7,i
CN1CCN(c2nc3c(c(=O)[nH]c(=O)n3C)n2CCOc2ccccc2)CC1,i,i,nt,i,i,-10.6,-0.2,2.6,i,nt,i
Cc1c(NC(=O)CN2CCN(c3ccc(O)cc3)CC2)c(=O)n(-c2ccccc2)n1C,i,i,-1.8,i,i,-6.7,-1.1,-3.9,i,7.4,i
CCOC(=O)N1CCN(C(=O)C2CCCN(Cc3nc(-c4ccc(Cl)cc4)oc3C)C2)CC1 (configuration not stated),i,i,0.0,i,i,-3.6,2.1,0.3,i,-7.4,i
N#CCN1CCC(c2cc(-c3ccco3)n[nH]2)CC1,i,i,1.7,i,i,-4.3,nt,3.8,nt,-6.4,i
COc1ccc(CCNC(=O)CC2SC(=NCCc3ccccc3)NC2=O)cc1OC (configuration not stated),i,i,0.8,i,i,-10.4,1.0,-0.3,i,-0.6,i

# Some of these compounds in order of their number in DYRK1A inh, descending.
Structure | DYRK1A inh
CCOc1ccc(-c2c(=O)n(OCc3ccc([N+](=O)[O-])cc3)c3ccccc3[n+]2[O-])c(OCC)c1 | -0.3
COc1ccc2cc(C(=O)C3CCCN(C(=O)/C=C/c4ccccn4)C3)ccc2c1 (configuration not stated) | -2.1
Cc1ccc(C(=O)CNc2ccccc2C)cc1 | -8.8

# Entries of single compounds, looked up by structure:
# Cc1oc(-c2ccccc2Cl)nc1CN1CCCCC1c1cccnc1 (configuration not stated) in the list: KCNQ1 inh: i; PolyA inhibitor: i; GSK3A inh: -1.1; RGS4 act: i; KCNK9 inh: i; hERG rescue: -25.0; DYRK1A inh: nt; GSK3beta inhib: -0.8; KCNK3 block: i; HDAC3 inh: 5.7; KCNQ1 act: i
# COc1ccc2cc(C(=O)C3CCCN(C(=O)/C=C/c4ccccn4)C3)ccc2c1 (configuration not stated) in the list: KCNQ1 inh: i; PolyA inhibitor: i; GSK3A inh: -1.0; RGS4 act: i; KCNK9 inh: i; hERG rescue: -4.9; DYRK1A inh: -2.1; GSK3beta inhib: 1.4; KCNK3 block: i; HDAC3 inh: 1.9; KCNQ1 act: i

# (cont.)
SMILES,KCNQ1 inh,PolyA inhibitor,GSK3A inh,RGS4 act,KCNK9 inh,hERG rescue,DYRK1A inh,GSK3beta inhib,KCNK3 block,HDAC3 inh,KCNQ1 act
Cc1ccc(NC(=O)CCC2CC(C)(C)OC2=O)cc1 (configuration not stated),i,i,-0.2,i,i,-6.1,-1.5,1.1,i,5.3,i
CC(C)(C)c1nn(-c2ccccc2)c2[nH]c(=O)c(CNCc3ccc4c(c3)OCO4)cc12,i,i,-2.7,i,i,-7.7,8.2,3.8,i,9.6,i
CCOC(=O)c1ccc2[nH]c3c(c2c1)CCCC3C(=O)OCC (configuration not stated),i,i,-1.7,i,i,-8.2,10.4,1.6,i,-5.5,i
C#CCOC(=O)Nc1cc(C)n(-c2ccccc2)n1,i,i,0.8,i,i,-5.8,1.2,-3.2,i,-7.7,i
COc1cccc(N2CCN(C3OC(=O)c4ccccc43)CC2)c1 (configuration not stated),i,i,0.1,i,i,-8.8,0.6,-4.0,i,1.4,i
Cc1cccc(NC(=O)C2CCCN(S(=O)(=O)c3ccc(-n4cnnn4)cc3)C2)c1 (configuration not stated),i,i,-1.6,i,i,-6.4,-2.2,2.0,i,-0.9,i
O=C(NNS(=O)(=O)c1ccc(Cl)cc1)c1cc(-c2ccccc2)n[nH]1,i,i,0.6,i,i,-10.6,2.7,0.6,i,4.5,i
COc1ccccc1Oc1ccc(NC(=O)c2ccc(Cl)cc2)cc1,i,i,-0.2,i,i,-5.4,1.1,-0.3,i,nt,i
COc1ccccc1N1CCN(/N=C/c2cc([N+](=O)[O-])ccc2Cl)CC1,i,i,-1.4,i,i,-13.7,-3.0,-2.1,i,-5.1,i
Cc1ccc(S(=O)(=O)c2c(N)n(NC(=O)c3ccco3)c3nc4ccccc4nc23)cc1,i,nt,0.4,i,i,-4.2,-4.7,0.1,i,-51.5,i
O=C(O)/C(=C\c1ccc(Cl)cc1)c1ccc(F)cc1,i,i,-5.6,i,i,-8.4,-5.3,5.1,i,-3.9,i
Cc1cc(C(=O)N/N=C/c2ccccn2)c2ccccc2n1,i,i,-0.7,i,i,-7.9,-6.7,1.2,i,3.3,i
